# Source: PubChem (The Scripps Research Institute Molecular Screening Center)
# GPR151 ag = activators of human GPR151 | PathHunter beta-arrestin GPR151 cells, luminescence | activation, % at 11.2 µM | actives 1% (n = 650,000); in the data active = activation above about 4.9%;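 also: 0% = median of compound wells and 100% = cells with positive control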
# MITF primary = blocks human microphthalmia-associated transcription factor | O75030 | AlphaScreen MITF homodimerization, bead proximity signal | inhibition, % at 2.6 µM | actives 0.91% (n = 650,000) | AID 1259374; in the data active = inhibition above about 50%;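 also: 0% = vehicle wells with protein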
# Target sequence (O75030 whole entry, looked up): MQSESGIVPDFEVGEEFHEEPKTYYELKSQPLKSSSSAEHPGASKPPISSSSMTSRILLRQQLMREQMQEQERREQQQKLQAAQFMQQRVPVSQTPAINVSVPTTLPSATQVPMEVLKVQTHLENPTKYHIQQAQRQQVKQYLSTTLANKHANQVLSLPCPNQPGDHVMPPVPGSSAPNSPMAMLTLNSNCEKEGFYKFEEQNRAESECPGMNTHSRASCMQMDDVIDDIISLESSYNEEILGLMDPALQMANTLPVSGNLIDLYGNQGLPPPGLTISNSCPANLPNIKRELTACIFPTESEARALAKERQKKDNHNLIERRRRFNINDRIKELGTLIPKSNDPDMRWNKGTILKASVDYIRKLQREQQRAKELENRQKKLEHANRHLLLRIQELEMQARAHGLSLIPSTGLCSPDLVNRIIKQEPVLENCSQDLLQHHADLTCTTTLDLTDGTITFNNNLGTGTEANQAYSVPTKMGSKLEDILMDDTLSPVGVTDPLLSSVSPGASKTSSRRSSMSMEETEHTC
# FBW7 act = activators of human E3 ligase FBW7; Q969H0; AlphaScreen FBW7–phospho-cyclin E peptide binding, activator screen; actives 0.13% (n = 650,000); normalized activity (activation), % at 26.1 µM; AID 1259310; in the data active = normalized activity above about 1.9%;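 also: purified mutant Fbw7 with reduced substrate affinity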
# TEAD-YAP inh = TEAD-YAP interaction inhibition; HEK-TIYL cells, TEAD-Gal4/YAP UAS-luciferase luminescence; inhibition, % at 9.12 µM; actives 1.4% (n = 640,000); AID 1259422; in the data active = inhibition above about 32%;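 also: 0% = median of test compound wells and 100% = reference inhibitor wells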
# An asterisk follows results filed as active.
# Results follow in this order: GPR151 ag, MITF primary, FBW7 act, TEAD-YAP inh
> NC(=O)CSc1nc2c(c(=O)n1-c1ccccc1)C1(CCCC1)Cc1ccccc1-2
    0.5, -2.2, -0.1, 3.3
> Cc1cc(C)c(NC(=O)C(C)Sc2nc3ccc(NC(=O)CCc4ccccc4)cc3s2)c(C)c1 (stereo not given)
    -0.3, -1.9, -0.1, 4.7
> COc1ccc(NC(=O)/C(=C\c2cccc([N+](=O)[O-])c2)NC(=O)c2ccccc2Cl)cc1Cl
    0.4, 10.0, 0.2, 0.2
> COc1ccc(NC(=O)c2cc3nc(-c4ccc5c(c4)OCO5)cc(C(F)(F)F)n3n2)cc1
    1.8, 2.0, 0.1, -12.9
> O=C(CC1Oc2ccc(Cl)cc2NC1=O)NCc1ccccc1 (stereo not given)
    0.1, -8.0, -0.1, -9.0
> O=C(COc1ccc(Cl)cc1I)N/N=C/c1ccccc1
    0.5, 2.9, 0.3, 9.3
> CCOc1ccc(-n2nc3ccc(NC(=O)c4ccc(-c5ccccc5[N+](=O)[O-])o4)cc3n2)cc1
    -0.8, 22.8, 0.6, -5.4
> CCCCNC(=O)CN1C(=O)N(c2ccc(Cl)cc2)S(=O)(=O)c2ccccc21
    -0.8, -10.9, 0.2, -1.6
> O=C(c1ccco1)N(Cc1ccco1)Cc1cc2ccccc2[nH]c1=O
    -0.7, 3.8, 0.1, 3.3
> CC(=O)c1cccc(NC(=O)c2cc(-c3ccccc3O)on2)c1
    -0.9, 2.5, 0.0, 0.2
> CCN(C(=O)C1COc2ccccc2O1)C12CC3CC(CC(C3)C1)C2 (stereo not given)
    -1.8, 60.8*, 0.4, 5.4
> CNC(=O)Cc1nc2ccccc2n1CC(=O)Nc1cc(OC)cc(OC)c1
    -0.2, 4.9, -0.1, 9.5
> CCOc1ccc(CCNC(=O)c2cccs2)cc1OCC
    1.7, 3.4, 0.0, -0.6
> Cc1c(Cl)cccc1N(CC(=O)N1CCC(C)CC1)S(C)(=O)=O
    -1.5, -3.2, -0.1, -8.3
> COc1ccc(-c2cnc3ccc(NCc4cccs4)nn23)cn1
    -0.5, -2.5, 0.1, -16.6
> CC(C)(C)OC(=O)NNC(=O)CNC(=O)OCc1ccccc1
    0.6, 11.1, 0.1, 4.4
> Cc1cc(C)c(C(=O)COC(=O)c2cc([N+](=O)[O-])ccc2NCCO)cc1C
    0.0, -4.5, -0.1, -1.0
> CCOC(=O)c1cnc2cc(Cl)c(OC)cc2c1Nc1ccc(F)cc1
    1.3, -0.5, 0.1, 1.8
> COc1cc(Cl)cc(C2C3=C(CCCC3=O)NC3=C2C(=O)CCC3)c1O
    0.5, 10.3, 0.0, 22.9
> COc1ccc(OC)c(NC(=O)c2c(N)sc3c2CCCC3)c1
    -0.4, -10.8, -0.4, 0.4
> CCCCOc1ccc(-c2nc(SCCC(=O)O)n[nH]2)cc1
    -7.1, 2.9, -0.1, 15.0
> FC(F)Oc1ccccc1C1C=C(c2ccc(Br)s2)Nc2nnnn21 (stereo not given)
    -1.5, 8.1, 0.3, -30.8
> COc1cc(NC(=O)c2cc(Nc3ccc(N4CCOCC4)cc3)nc3ccccc23)cc(OC)c1OC
    -1.6, -1.7, 0.2, -10.8
> O=C(c1ccc(F)cc1)N1CCc2ccccc21
    -1.3, -2.1, -0.2, -3.6
> CC(=O)Nc1ccc(NC(=O)CSc2nccn2Cc2ccccc2)cc1
    1.6, 2.9, -0.1, 4.8
> Cc1ccc(NC(=O)CCC(=O)NNC(=O)Nc2ccccc2)cc1C
    -0.2, -18.4, 0.1, 6.0
> C/C(CC(=O)Nc1ccc2c(c1)OCCO2)=N\NC(=O)c1cnccn1
    0.5, -8.3, -0.4, -37.8
> CCN1CCN(C(c2cccs2)C(C)NC(=O)C(=O)NCc2ccc(OC)cc2)CC1 (stereo not given)
    -0.9, -0.7, 0.0, 2.7
> CC1(C(=O)NC2CCCCC2)CCC(=O)N1Cc1ccc(F)cc1Cl (stereo not given)
    1.3, -10.0, -0.1, 3.6
> O=C(c1cccc(OC2CCN(C3CCSC3)CC2)c1)N1CCCC1 (stereo not given)
    -1.1, 10.5, 0.3, 5.1
> Cc1cccc(N2C(=S)NC3c4cc(Cl)cc(Cl)c4OC2(C)C3C(=O)N(C)C)c1 (stereo not given)
    0.6, 23.8, -0.2, 0.9
> CC1(C)Cc2c(sc3nc(SCC(=O)c4ccccc4)n(CCc4ccccc4)c(=O)c23)CO1
    -0.5, -9.2, 0.0, 0.0
> O=C(NCCCCc1ccccc1)c1cccnc1Cl
    0.5, -14.4, 0.1, 1.7
> CCOC(=O)N1CCC(NC(=O)C2CC23CCN(C2Cc4ccccc4C2)CC3)CC1 (stereo not given)
    -1.3, 3.9, 0.1, -0.8
> Cc1nc(N2CCOCC2)nc(N2CCOCC2)c1Cl
    0.5, 10.0, 1.5, -0.9
> O=C(COC(=O)c1ccc2c(c1)C(=O)N(c1cccc(Cl)c1Cl)C2=O)c1cccc([N+](=O)[O-])c1
    -0.4, -2.6, -0.1, -13.0
> CCOc1ccccc1NC(=O)CSc1nc2cc(OC)ccc2cc1C#N
    -1.1, 9.8, 0.3, -1.1
> CCCCCCCn1cnc2sc(C(N)=O)c(C)c2c1=O
    -2.5, -7.7, -0.1, 4.6
> O=C(c1ccc(F)cc1)C1CCN(C(=O)Nc2cccc(F)c2)CC1
    1.0, 1.0, 0.0, 6.2
> CCN1CCN(C(c2ccc(C)cc2)c2nnnn2C(C)(C)CC)CC1 (stereo not given)
    -0.3, 52.0*, 0.3, -2.9
> CC(=O)Nc1ccc(NC(=O)CCc2c(C)nc3ncnn3c2C)cc1
    -0.3, 5.7, -0.1, -4.5
> COc1cc2nc(Nc3ccc4ncccc4c3)nc(Nc3cc(OC)c(OC)c(OC)c3)c2cc1OC
    -1.3, 20.4, 0.3, 20.3
> CCc1ccc(OCC(=O)NCc2nc(-c3ccc(C)cc3)no2)cc1
    2.3, 6.7, 0.2, 11.3
> O=c1oc(-c2nccc3ccccc23)nn1Cc1ccccn1
    -0.8, 0.5, -0.2, -50.4
> Cn1c(CC(=O)NNC(=O)CCS(=O)(=O)c2ccccc2)nc2ccccc21
    -0.9, -5.0, -0.3, 9.6
> CCN(CC)C(=O)CSc1nnc(NC(=O)c2ccc(Cl)cc2)s1
    1.5, -0.1, 0.0, 1.4
> CCOc1ccc(CC(=O)N2CCC[C@@H]2Cn2nc(-c3cccs3)ccc2=O)cc1
    -0.4, 27.4, 1.1, 3.7
> C=CCOc1ccccc1/C=N/N=C1/NC(=O)CS1
    -1.7, -2.8, 0.1, -27.8
> COC(=O)c1ccccc1N1C(=S)NC(C)(C)C=C1C
    -1.5, 9.4, 0.1, 13.8
> CCCN1CCC(NC(c2ccccc2)c2ccccc2)CC1
    0.0, -2.6, 0.0, -8.0
> CCCS(=O)(=O)NCc1c(C)ncc2c1CCN(C(=O)c1csc3c1CCCC3)C2
    0.8, 1.3, -0.1, -0.2
> CCc1cc(-c2nc(N)ncc2-c2ccc(OC)cc2)c(O)cc1OC
    2.1, 2.2, -0.1, -6.1
> CCNc1ccc(-n2cc(CC(=O)NCc3cccc(C(F)(F)F)c3)c3ccccc32)nn1
    -1.2, 37.0, 0.1, -0.8
> O=C(NC1CCCC1)c1ccc2c(c1)NC(=O)C(CS(=O)(=O)Cc1ccc(F)cc1)N2 (stereo not given)
    -0.5, 5.2, 0.0, -3.2
> N=C1SCC(=O)N1c1nonc1N
    -0.7, 0.8, -0.2, 3.6
> CCSC1=NCCN1C(=O)c1ccc(Cl)cc1Cl
    -0.8, 4.4, 0.0, -9.2
> O=C(NCCCNCc1ccccc1)c1ccncc1
    -0.1, 0.8, 0.0, 10.7
> c1ccc(Oc2cccc(OCCCN3CCNCC3)c2)cc1
    2.0, 31.0, -0.5, -13.2
> Cc1ccc(O)c(NC(=O)Cc2ccc(Cl)cc2)c1
    0.5, -1.5, -0.1, -2.6
> CCN(CC)S(=O)(=O)c1ccc2c(c1)nc(-c1ccccc1)n2C
    -0.9, 0.3, 0.0, -28.4

# Next entries.
# Results follow in this order: GPR151 ag, MITF primary, FBW7 act, TEAD-YAP inh
> CCc1c(C#N)c(SCC(=O)OC)nc2c1CCC2
    3.1, 14.3, 0.2, -0.6
> CNC(=O)c1cc2c(=O)n3ccccc3nc2n(CC2CCCO2)c1=N (stereo not given)
    3.7, 14.5, -0.1, -10.6
> CCn1cc2c(n1)-c1c(oc(C(=O)O)c1C)CC2
    2.1, -10.8, 0.0, 8.0
> CCOC(=O)CS(=O)(=O)c1ccc(C(=O)N2CCN(Cc3ccc4c(c3)OCO4)CC2)cc1[N+](=O)[O-]
    -0.5, 5.8, -0.2, -33.4
> O=C(/C=C/c1ccc2c(c1)OCO2)Oc1coc(CSc2ncccn2)cc1=O
    -1.3, 6.4, 0.8, 4.6
> CCOc1cccc2c1OC(c1cccc(Cl)c1)N1N=C(c3ccc(OC)cc3)CC21 (stereo not given)
    0.4, 10.2, 0.3, -22.8
> CCN(CC)C(=O)[C@@H]1C[C@@H](NCc2cc(C)ccc2C)CN1Cc1cccnc1
    2.9, 11.4, 0.0, -0.1
> CCCn1ncc(CN2CCN(C3CCN(C(C)C)CC3)C(CCO)C2)c1C (stereo not given)
    1.4, 2.0, 0.2, -1.2
> CN(C(=O)COC(=O)CCOc1ccccc1)C1CCCCC1
    -1.7, -27.9, 0.7, -4.9
> Cn1nc2n(c1=O)-c1ccccc1SC2
    2.7, 5.3, 0.1, 11.9
> CCSc1nc2ccccc2n1C(CC(=O)O)C(=O)O (stereo not given)
    -2.1, 14.3, 0.1, 5.1
> Cc1cc(Nc2ccc3c(c2)OCO3)nc(Nc2ccncn2)n1
    3.2, 5.3, -0.2, -32.0
> Cc1ccc2cccc(OCC(=O)Nc3ccc(S(=O)(=O)N4CCCC4)cc3)c2n1
    2.5, -6.6, 0.0, 4.9
> COc1cccc(NC(=O)NC2(C(=O)NCc3ccncc3)CCCCC2)c1
    0.6, -2.6, -0.1, 3.7
> Cc1cc2c(cc1S(=O)(=O)Nc1ccc(Br)cc1F)OCC(=O)N2
    2.8, 2.5, 0.0, -2.0
> CC1=C(C(=O)Nc2ccccc2C)C(c2cccs2)C(C#N)=C(SCC(=O)Nc2ccc(C)cc2C)N1 (stereo not given)
    0.7, -7.7, -0.1, -1.3
> Cc1cccc(N(C)c2cc(C)nc3nc(C)nn23)c1
    -1.8, 13.3, 0.1, 2.7
> Cc1cccc(-c2noc(C34CC5CC(CC(C5)C3)C4)n2)c1
    -0.3, 15.8, -0.1, 8.9
> CN(C)C(=O)c1nc2ccc(Cl)cn2c1CNCCc1nc2ccccc2n1C
    -0.6, 16.1, 0.1, 1.7
> COc1ccc(N2CCN(S(=O)(=O)c3ccc(F)c(C(=O)Nc4ccccc4OC)c3)CC2)cc1
    0.7, -1.2, -0.1, -2.5
> COc1cccc(CC(C2CCN(Cc3ccc(CO)o3)CC2)N(C)Cc2cccnc2)c1 (stereo not given)
    -0.1, 11.0, 0.2, -3.9
